TRb-SRC2 inh – inhibitors of human thyroid hormone receptor beta-SRC2 interaction | 280,000 compounds, 0.065% hits | P10828 | Potency, µM (doses to about 106 µM), without a hit: top-dose activity change, negative = inhibition, actives largely listed as inhibitors | TRbeta-SRC2 peptide binding, fluorescence polarization; receptor liganded with 1 µM T3;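 also: plate controls were bound peptide for no effect and peptide without receptor for full effect; nearly all actives have a fitted effect of over 50% in size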
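A fluorescence polarization screen tested compounds at multiple concentrations against complex formation between 0.6 uM TRb ligand-binding domain and 20 nM Texas Red SRC2 peptide, with 1 uM T3 present; readout after 5 hr.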
Tau fluor cs – counter-screen for tau fibril formation inhibitors; tau K18 P301L Alexa594 fluorescence, heparin fibrillization; Potency, µM (highest dose often 57.7 µM), without a hit: at the top dose activity change, negative = decrease; 280,000 compounds, 0.93% hits; AID 1463; also: nearly all actives have a fitted effect of over 55% in size
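Human tau K18 P301L (15 uM unlabeled, 0.24 uM Alexa 594-labeled) in 100 mM sodium acetate pH 7 with 20 uM heparin, 6 hr at 37 C. ThT 30 uM added, 1 hr ambient; Alexa 594 FP and total fluorescence read at 555/632 nm.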
aGal spleen mod – alpha-galactosidase A (human) modulation | 240,000 compounds, 0.008% hits | Potency, µM (top dose mostly 80 µM), for inactives: top-dose activity change, negative = inhibition, actives largely listed as inhibitors | P06280 | human spleen homogenate, 4MU-alpha-Gal fluorescence, 40 min | AID 2107;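 also: 0% = enzyme with vehicle and -100% = no enzyme basal signal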
Target sequence (P06280 32-429 limits assumed): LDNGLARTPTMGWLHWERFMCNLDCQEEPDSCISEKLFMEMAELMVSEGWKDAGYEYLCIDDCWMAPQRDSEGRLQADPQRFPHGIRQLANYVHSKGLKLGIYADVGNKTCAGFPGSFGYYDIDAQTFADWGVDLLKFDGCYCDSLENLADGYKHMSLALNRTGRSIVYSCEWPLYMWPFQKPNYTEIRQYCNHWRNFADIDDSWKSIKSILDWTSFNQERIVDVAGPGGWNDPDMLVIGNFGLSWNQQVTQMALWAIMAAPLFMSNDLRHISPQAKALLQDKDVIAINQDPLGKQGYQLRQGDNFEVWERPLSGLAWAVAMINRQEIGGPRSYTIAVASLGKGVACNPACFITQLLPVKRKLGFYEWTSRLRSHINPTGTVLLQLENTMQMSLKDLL
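Human spleen homogenate (1 ug) was the enzyme source, with 4-methylumbelliferyl-alpha-D-galactopyranoside (1 mM final) in pH 5.0 citrate buffer with 0.01% Tween-20. Compounds were titrated; after 40 min at 37C, NaOH/glycine stop, 4-MU fluorescence read; AC50 from Hill fits.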
Tau fibril FP – inhibitors of human tau fibril formation. P10636. K18 P301L tau heparin fibrillization, Alexa594 FP, 6 h. Potency, µM (series often up to 57.7 µM), inactives show top-dose activity, negative = inhibition, most hits filed as inhibitors. 280,000 compounds, 0.39% hits. AID 1468; also: nearly all actives have a fitted effect of over 55% in size
Target sequence (P10636 561-689 P618L limits assumed): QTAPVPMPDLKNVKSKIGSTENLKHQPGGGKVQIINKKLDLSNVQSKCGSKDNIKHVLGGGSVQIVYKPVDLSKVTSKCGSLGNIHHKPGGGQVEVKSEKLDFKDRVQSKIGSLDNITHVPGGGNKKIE
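Quantitative HTS format: compounds meet 15 uM recombinant K18 P301L tau and Alexa 594-tau tracer in 100 mM sodium acetate pH 7; 20 uM heparin triggers fibrillization at 37 C over 6 hr; FP gives the signal.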
L3MBTL1 inh – inhibitors of human L3MBTL1; Q9Y468; Potency, µM (titrated, usually from 57.1 µM), without a hit: top-dose activity, negative = inhibition, hits mostly inhibitors; AlphaScreen L3MBTL1–H3K9me1 peptide binding; 230,000 compounds, 0.66% hits; also: nearly all actives have a fitted effect of over 60% in size
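AlphaScreen proximity signal between nickel-chelate acceptor and streptavidin donor beads (final 10 ug/mL) reports binding of 50 nM L3MBTL1 to 75 nM biotin-H3 K9me1 peptide; complex incubated with compounds 30 min at room temperature; cefsulodin titration as control.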
TR SRC2 fluor cs – counter-screen for TRb-SRC2 inhibitors: fluorescence interference; 280,000 compounds, 0.29% hits; TRb/SRC2 Texas Red total fluorescence interference; Potency, µM (doses to about 106 µM), for inactives: at the highest dose fluorescence change, negative = quenching; active = well fitted curve in either direction with a large enough effect; inconclusive = small, poorly fitted or top-dose-only effect
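Human TRb ligand-binding domain at 0.6 uM with 20 nM Texas Red SRC2 peptide in Tris buffer containing 1 uM T3 and 5% DMSO, incubated with compound 5 h at ambient temperature. Total fluorescence (555/632 nm) calculated as parallel + 2 × perpendicular.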
Tau fibril ThT – tau fibrillization inhibition (ThT binding). P10636. AID 1460. Potency, µM (top dose mostly 57.4 µM), for inactives: top-dose activity, negative = inhibition, usual class: inhibitors. 270,000 compounds, 2.1% hits. recombinant tau K18 P301L (four-repeat tau fragment), heparin-induced fibrillization, ThT fluorescence; also: nearly all actives have a fitted effect of over 55% in size
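Recombinant human tau K18 fragment […] carrying P301L, 15 uM unlabeled plus 0.24 uM Alexa 594-labeled, was fibrillized with 20 uM heparin in 100 mM sodium acetate pH 7 for 6 hr at 37 C; 30 uM ThT fluorescence read after 1 hr.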
ALDH1A1 block – blocks purified human ALDH1A1 activity | Potency, µM (titrated, usually from 75.3 µM), without a hit: at the top dose activity, negative = inhibition, most hits filed as inhibitors | Purified ALDH1A1, NADH fluorescence, propionaldehyde substrate | 220,000 compounds, 7.3% hits | P00352; active = well fitted inhibition curve with a large enough effect, not every such curve was filed as active; inconclusive = small, poorly fitted or top-dose-only effect, or another doubt; inactive = no such curve, though single readings can be large or run the other way;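 also: plate controls were no enzyme wells and a reference inhibitor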
Target sequence (P00352 whole entry, looked up): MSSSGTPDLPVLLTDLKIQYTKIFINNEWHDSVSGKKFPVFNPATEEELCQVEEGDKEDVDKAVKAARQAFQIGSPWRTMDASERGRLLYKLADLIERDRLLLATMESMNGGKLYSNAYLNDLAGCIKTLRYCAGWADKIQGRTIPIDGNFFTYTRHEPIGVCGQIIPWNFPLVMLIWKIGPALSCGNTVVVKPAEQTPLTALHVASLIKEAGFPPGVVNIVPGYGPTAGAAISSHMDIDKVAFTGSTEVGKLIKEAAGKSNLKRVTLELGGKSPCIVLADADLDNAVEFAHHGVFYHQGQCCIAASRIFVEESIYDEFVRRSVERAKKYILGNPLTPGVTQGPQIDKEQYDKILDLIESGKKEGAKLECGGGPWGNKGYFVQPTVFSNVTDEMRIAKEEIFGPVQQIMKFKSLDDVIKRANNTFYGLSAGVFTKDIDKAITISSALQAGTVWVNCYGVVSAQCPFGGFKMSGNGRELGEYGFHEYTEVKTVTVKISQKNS
* = called active by the depositor; ? = inconclusive; . = not tested or not shown; & = joins results of further samples; [ ] = another dose, or the depositor's remark. Unless noted, calls follow the shape of the dose curve; as a rule, active = well fitted curve in the direction sought with a large enough effect; inconclusive = small, poorly fitted or top-dose-only effect, or another doubt; inactive = no such curve, though single readings can be large; an effect the other way counts as inactive or inconclusive. Unless noted, % is scaled to controls: 0 for no effect and ±100 for the full control effect; potency is read from the fitted curve at half-maximal effect.

SMILES | TRb-SRC2 inh | Tau fluor cs | aGal spleen mod | Tau fibril FP | L3MBTL1 inh | TR SRC2 fluor cs | Tau fibril ThT | ALDH1A1 block
N=c1c(C(=O)NCc2ccc(F)cc2)cc2c(=O)n3ccccc3nc2n1CC1CCCO1 (stereo unspecified) | 1% | -6% | 10% | -8% | -1% | -2% | -8% | ?
O=C1OC(NC(=O)c2ccccc2)C(n2cc(CO)nn2)=C1Cl (stereo unspecified) | -16% | -23% | -9% | ? | . | 0% | 7.1µM* | 13µM*
CCOC(=O)N1CCN(C(=O)c2cccc(NC3=NC4CS(=O)(=O)CC4S3)c2)CC1 (stereo unspecified) | 6% | 3% | 1% | 8% | -3% | 2% | -8% | 2%
CC1CCc2c(sc3c2C2=NS(=O)(=O)CCN2C=N3)C1 (stereo unspecified) | 2% | 7% | 7% | 4% | -12%[11.4 µM] | 0% | 2% | -11%
COc1ccc(C(CNC(=O)c2ccccc2C)N2CCCC2)cc1 (stereo unspecified) | -5% | -2% | 7% | -3% | . | 0% | -3% | 4%
CCCCNC(=O)CC1Nc2ccccc2NC1=O (stereo unspecified) | -2% | 10% | 12% | 10% | 2% | -1% | -4% | ?
CCSc1nc(-c2ccc(OC)cc2)n(-c2nc3ccccc3s2)n1 | 5% | -27% | -3% | -10% | 9% | -2% | -2% | ?
Cc1c(Cl)c([N+](=O)[O-])nn1CC(=O)NCc1cccnc1 | 6% | 8% | 3% | 7% | 5% | -2% | 1% | 7%
Cc1sc(NC(=O)CN2CCOCC2)c(C#N)c1C | -11% | -14% | -1% | -7% | -6% | -1% | -11% | .
O=C(COc1cccnc1[N+](=O)[O-])Nc1ccc2c(c1)CCC2 | 1% | -18% | 3% | 8% | . | -2% | -15% | .
CC(C)(C)CN1CCNC(=O)C1CC(=O)NCCc1ccccc1C(F)(F)F (stereo unspecified) | -6% | -19% | 13% | ? | 8% | 0% | -21% | ?
Cn1cccc1/C=N/NC(=O)c1ccco1 | 3% | 0% | 9% | -9% | . | -3% | -2% | -4%
Fc1cccc(NC(=S)NCC(c2cccnc2)N2CCOCC2)c1 (stereo unspecified) | -3% | 2% | -3% | -2% | -11% | -3% | -2% | -7%
CCOc1cc(CNn2c(C)nnc2SCC(=O)NC(C)(C)C)ccc1OCC(=O)NC(C)(C)C | -3% | -2% | -10% | -4% | -1% | -1% | 2% | 9%
COc1ccc(C(=S)N2CCOCC2)cc1OC(=O)c1cc([N+](=O)[O-])c(C)c([N+](=O)[O-])c1 | -4% | -29% | -14% | -1% | ? | -2% | ? | ?
COc1ccc(/C=C/C(=O)c2sc(-c3ccccc3)nc2C)cc1 | 0% | -10% | 2% | 5% | -7% | 2% | ? | 0%
CCN(CC)C(=O)CSC1=Nc2ccccc2C2=NC(c3ccccc3)C(=O)N12 (stereo unspecified) | -4% | -14% | -10% | -6% | . | -5% | -15% | ?
COc1ccc(Nc2nc(N)nc(CSc3nc(C)cc(C)n3)n2)cc1 | -4%[53 µM] | -14% | -5% | 8% | 1% | -2%[53 µM] | -11% | 1%
C=C(C)CC(c1ccccc1)N(C(C)=O)c1ccco1 (stereo unspecified) | 2% | 5% | 2% | -5% | -5% | -2% | 1% | 3%
CCn1c(SCC(=O)c2cc(OC)ccc2OC)nc2c1c(=O)n(C)c(=O)n2C | -12% | -2% | 2% | -2% | . | -2% | -8% | 4%
Cc1ccc(S(=O)(=O)N/N=C/c2cccc([N+](=O)[O-])c2)cc1 | 2% | -13% | 2% | 1% | -5% | -5% | -8% | ?
O=C(CCC(=O)N1CCc2ccccc21)Nc1ccccc1 | 1% | -23% | -3% | ? | . | -4% | ? | 14%
CC(=O)[C@H]1CC[C@H]2[C@@H]3CCC4=CC(=O)CC[C@]4(C)[C@H]3[C@H](O)C[C@]12C | 1% | -7% | 0% | 7% | -6% | -5% | -9% | 4%
COc1ccc(C(=O)CN2C(=O)N(c3cc(C)cc(C)c3)S(=O)(=O)c3ccccc32)cc1 | 4% | -24% | . | ? | . | -7% | -10% | .
CCc1ccccc1NC(=O)CSc1ccsc1[N+](=O)[O-] | -2% | -19% | 11% | 6% | 28µM* | 0% | ? | ?
COc1ccccc1CNC(=O)C(=O)NCC1OCCN1S(=O)(=O)c1cccs1 (stereo unspecified) | -1% | -22% | 5% | 7% | . | -2% | . | .
Cc1cc(Cl)ccc1NC(=S)NCCC(c1ccccc1)c1ccccc1 | -7% | ? | -9% | ? | -10% | -8% | 11% | 0%
CN1CCN(c2nc(-c3ccc(Cl)s3)cs2)CC1 | 1% | -11% | 6% | -2% | -13% | -1% | -5% | ?
Cc1cc(C)cc(NC(=O)c2oc3ccccc3c2COc2ccccc2)c1 | -2% | -10% | -8% | -16% | 28% | 1% | 8% | -2%
Clc1ccc(-c2noc(COc3ccccc3)n2)cc1 | 1% | -9% | 2% | 0% | 15% | 1% | -7% | 1%
CCOC(=O)c1cnc(SCC(=O)NCc2cccs2)nc1N | 2% | 3% | 0% | 5% | . | 2% | -1% | 3%
Cc1nc(Cl)c(Cl)n1CCOc1ccccc1 | 3% | -5% | 1% | -1% | -11% | -3% | -6% | ?
O=C(COCc1cc(-c2cccs2)on1)NCc1ccc(Cl)cc1 | -2% | 4% | . | -3% | . | -10% | 16% | .
CC1CCN(C(=O)COC(=O)[C@H](C)NS(=O)(=O)/C=C/c2ccccc2)CC1 | 5% | -6% | 3% | -5% | . | -3% | 1% | ?
Clc1ccc(-c2cc3ccccc3[nH]2)cc1 | 5% | ? | 5% | 14% | -4% | 0% | -18% | ?
CN(C)S(=O)(=O)c1cccc(-c2nnc(SCC(=O)NCCCCCC(=O)O)n2-c2ccc(F)cc2)c1 | -2% | -7% | 4% | 0% | -30% | 1% | -7% | -10%
O=C(CON=C1c2ccccc2-c2ccccc21)NC12CC3CC(CC(C3)C1)C2 | -12% | -8% | 3% | 8% | 29% | 0% | -11% | ?
CCOC(=O)C1CCN(C(=O)Nc2cc(Cl)cc(Cl)c2)CC1 | 4% | -16% | 7% | -10% | . | -1% | . | .
Nc1ccc2cc3ccccc3cc2c1 | 0% | . | -14% | . | . | 0% | . | 2µM*
C[n+]1c2n(c3ccccc31)N=C(c1ccc(Br)cc1)CS2 | 1% | -13% | 1% | ? | -1% | -5% | ? | 18µM*
CCCCN(C)CCCNC(=O)c1cn(CC)c2ccc(S(=O)(=O)N3CCc4ccccc4C3)cc2c1=O | 2%&0% | -8%&-9% | -8% | 3%&-4% | . | -3%&-1% | -11%&-3% | -8%
Cc1ccccc1CN1c2ccccc2-c2nc(SCC(=O)c3ccccc3)ncc2S1(=O)=O | -12% | -17% | . | -11% | . | -1% | 0% | .
COc1ccc2c(c1)OC(=O)CC2c1cc(OC)c(OC)c(OC)c1 (stereo unspecified) | 10% | -18%[81.3 µM] | 7%[119 µM] | -1%[81.3 µM] | 5% | -1% | -7%[81.4 µM] | -36%
O=C(CCSc1nnc(-c2ccco2)o1)Nc1ccc(F)cc1 | -7% | -4% | 7% | -2% | 3% | 1% | -15% | 2%
C#CCOc1ccc(Cl)cc1/C=N/O | 8% | -3% | -3% | 2% | 3% | 1% | -7% | 7%

Reprinted at random: 4 compounds from above
SMILES | TRb-SRC2 inh | Tau fluor cs | aGal spleen mod | Tau fibril FP | L3MBTL1 inh | TR SRC2 fluor cs | Tau fibril ThT | ALDH1A1 block
CCOC(=O)c1cnc(SCC(=O)NCc2cccs2)nc1N | 2% | 3% | 0% | 5% | . | 2% | -1% | 3%
CC1CCN(C(=O)COC(=O)[C@H](C)NS(=O)(=O)/C=C/c2ccccc2)CC1 | 5% | -6% | 3% | -5% | . | -3% | 1% | ?
COc1ccc2c(c1)OC(=O)CC2c1cc(OC)c(OC)c(OC)c1 (stereo unspecified) | 10% | -18%[81.3 µM] | 7%[119 µM] | -1%[81.3 µM] | 5% | -1% | -7%[81.4 µM] | -36%
COc1ccc(/C=C/C(=O)c2sc(-c3ccccc3)nc2C)cc1 | 0% | -10% | 2% | 5% | -7% | 2% | ? | 0%

Next compounds.
SMILES | TRb-SRC2 inh | Tau fluor cs | aGal spleen mod | Tau fibril FP | L3MBTL1 inh | TR SRC2 fluor cs | Tau fibril ThT | ALDH1A1 block
O=[N+]([O-])c1ccc(N/N=C/c2ccc(O)c(O)c2O)c(S(=O)(=O)N2CCOCC2)c1 | 21% | ? | 4% | 10µM* | -25% | ? | 4µM* | 3.5µM*
Cc1cc(C)nc(SCC(=O)NCc2ccco2)n1 | 5% | -8% | 2% | -9% | -14% | 1% | -16% | -5%
CCOc1cc(CNc2ccc3c(c2)OCCO3)cc(Br)c1OCC(N)=O | -4% | -25% | -11% | 5% | -18% | -1% | -15% | 6%
CCOc1ccc(NC(=O)Cn2cc(S(=O)(=O)N3CCN(c4ccccc4F)CC3)c3ccccc3c2=O)cc1 | 4% | -22% | . | ? | . | -2% | -5% | .
Cc1ccc(S(=O)(=O)N2CCOCC2)cc1NC(=O)c1cc(-c2ccccn2)nc2ccccc12 | 3% | -21% | 0% | -4% | 2% | -4% | -12% | ?
CC(C)N1C(=O)CCC1C(=O)N1CCN(c2ccccn2)CC1 (stereo unspecified) | 0% | -9% | 5% | -5% | 7% | -2% | -5% | -11%
CC(C)NC(=O)CCCn1cc([N+](=O)[O-])cn1 | 6% | 2% | -3% | 2% | 5% | -1% | -3% | 5%
O=[N+]([O-])/C=C1/CCCCCN1 | -4%[53 µM] | 12% | 2% | -1% | 9% | 2%[53 µM] | 5% | -6%
Cc1cccn2c(=O)c3cc(C(=O)NCc4ccco4)c(=N)n(CCc4ccccc4)c3nc12 | 6% | -13% | 2% | 7% | . | 1% | ? | .
Cc1ccc(S(=O)(=O)N2CCCC(C(=O)NCCC3=CCCCC3)C2)cc1 (stereo unspecified) | -3% | -1% | -1% | -6% | . | 0% | -5% | -9%
CC(C)c1ccccc1NC(=O)COc1ccc2c(=O)c(Oc3ccc4ccccc4c3)coc2c1 | -5% | -11% | 3% | -4% | -5% | -2% | -12% | 11%

High-throughput results from PubChem BioAssay.
